Source: PubChem BioAssay
CASP6 VEID inh: inhibitors of human caspase-6. P55212. purified caspase-6, Z-VEID-R110 cleavage fluorescence. inhibition, % at 12.5 µM. 350,000 tested, 0.53% active;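 active means mean inhibition across replicates at least about 35%, with every replicate also reaching that limit, limit read from the data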;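 further: 0% = median of neutral control wells and 100% = no fluorescence left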
Target sequence (P55212 24-179 limits assumed): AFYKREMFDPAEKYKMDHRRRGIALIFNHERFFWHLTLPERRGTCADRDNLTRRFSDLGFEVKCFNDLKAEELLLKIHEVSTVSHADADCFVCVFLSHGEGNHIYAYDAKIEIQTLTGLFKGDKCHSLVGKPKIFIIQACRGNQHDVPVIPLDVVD
Target sequence (P55212 194-293 limits assumed): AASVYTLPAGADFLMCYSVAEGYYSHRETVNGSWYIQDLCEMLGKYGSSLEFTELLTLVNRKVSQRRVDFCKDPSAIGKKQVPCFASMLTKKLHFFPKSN
SIRT5 inh: blocks human SIRT5 desuccinylation of peptide | Purified SirT5, succinyl-peptide AMC, trypsin-coupled fluorescence | AID 652115 | 330,000 tested, 1.1% active | inhibition, % at 15 µM; in the data active means inhibition above about 15%
Target sequence (Q9NXA8 whole entry, looked up): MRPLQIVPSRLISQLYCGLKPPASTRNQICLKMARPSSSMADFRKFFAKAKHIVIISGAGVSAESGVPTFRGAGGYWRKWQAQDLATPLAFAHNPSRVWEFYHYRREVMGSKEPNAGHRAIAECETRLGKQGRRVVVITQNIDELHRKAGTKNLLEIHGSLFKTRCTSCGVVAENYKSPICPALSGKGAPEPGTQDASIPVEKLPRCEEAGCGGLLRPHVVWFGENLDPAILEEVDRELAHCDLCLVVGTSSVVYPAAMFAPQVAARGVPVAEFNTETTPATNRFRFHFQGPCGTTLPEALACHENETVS
C2C12 statin: suppressors of simvastatin-induced myotoxicity in C2C12 myotubes. ATP luminescence, 48 h; scaled: DMSO 0, geranylgeraniol control 100. rescue of ATP level, % at 7.49 µM. 330,000 tested, 0.78% active. AID 602340;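 active means mean ATP rescue above about 67%, or every replicate alone reaching that limit, limit read from the data, passing the limit was not always enough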;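 further: myotubes were challenged with 10 µM simvastatin during compound exposure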
S100A4 MyoIIA: S100A4-myosin IIA interaction inhibition; AID 652163; S100A4/TAMRA-MyoIIA peptide fluorescence polarization; P26447; inhibition, % at 10.7 µM; 360,000 tested, 0.14% active;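 active means mean inhibition of at least 70% across replicates, with every replicate also reaching that level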
Target sequence (P26447 whole entry, looked up): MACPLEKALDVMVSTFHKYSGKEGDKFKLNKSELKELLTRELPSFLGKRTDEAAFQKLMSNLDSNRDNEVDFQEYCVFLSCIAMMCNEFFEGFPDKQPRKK
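assay system = human S100A4 monomer with TAMRA-labelled myosin IIA peptide | also added = labelled myosin peptide probe, 5 nM | incubation = 5 min between mix addition and reading | control set = DMSO and TFP controls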
LGR2 antag: blocks bursicon-induced cAMP signaling via Drosophila LGR2 | HEK293 LGR2, CRE-luciferase, bursicon-stimulated, 4 h | inhibition, % at 9.99 µM | 380,000 tested, 0.35% active | AID 720647;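 active means drop in luminescence signal, shown as inhibition above about 50% in the replicate tests, limit read from the data, passing the limit was not always enough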;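 further: agonist challenge used bursicon conditioned medium at about half maximal strength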
FN deposit inh: fibronectin deposition inhibition. 350,000 tested, 0.086% active. AID 743247. AH1F fibroblasts, Alexa488-fibronectin deposition fluorescence, overnight. inhibition, % at 12.6 µM;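 active means mean inhibition across replicates of 30% or more, regardless of how many single replicates reach that level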;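 further: positive control wells lacked labelled fibronectin entirely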
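Material – AH1F fibroblast monolayer, labelled fibronectin deposition · Reagent – labelled fibronectin 24 nM · Timing – 1 h adhesion, overnight exposure · Measured by – fluorescence at 485 nm excitation, 525 nm emission · Read-out – inhibition of fibronectin deposition signal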
esBAF inh: SWI/SNF esBAF complex inhibition; AID 602393; mouse ES cells, Bmi1-luciferase knock-in reporter, 24 h; 100% = twice the neutral-well signal; 350,000 tested, 2% active; reporter increase, % at 12.5 µM; in the data active means activation above about 40%;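 further: 0% = median of the plate's neutral control wells and 100% = double that signal; a rise in the Bmi1 reporter signal indicates esBAF inhibition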
Numbers without * were called inactive; . = not tested or not shown; & = joins results of further samples. An excerpt; the hit share may differ from the screen's.

compound	CASP6 VEID inh	SIRT5 inh	C2C12 statin	S100A4 MyoIIA	LGR2 antag	FN deposit inh	esBAF inh
Cc1cc(N/N=C/c2ccccc2O)nc(N2CCOCC2)n1	2	-1	-35	0	-36	-77	11
CO[C@H]1CN(C)C(=O)c2ccc(NS(C)(=O)=O)cc2OC[C@H](C)N(CC2CCOCC2)C[C@@H]1C	1	3	.	-7	6	-1	.
Cc1ccc(S(=O)(=O)NCC[C@@H]2CC[C@@H](NC(=O)CCN3CCCCC3)[C@@H](CO)O2)cc1	9	3	0	0	4	12	-6
Cc1ccc(S(=O)(=O)NC(Cc2ccccc2)C(=O)O)cc1 (stereo not given)	0	3	.	-1	8	-3	.
COC(=O)CCC(C)N1CCC(Oc2ccc(C(=O)NCc3ccccn3)cc2)CC1 (stereo not given)	-3	1	5	-4	13	3	-2
O=C(NCc1ccccc1)C1=C[C@H](c2ccc3c(c2)OCO3)C[C@H](OCc2ccc(CO)cc2)O1	3&0	3&3	2	0&1	0	-7	-1
O=C(NCc1ccco1)c1ccc([N+](=O)[O-])cc1Cl	1	-1	29	-9	-2	-3	7
COC(=O)c1cc2c(c3c4cc(C)ccc4n(S(=O)(=O)c4cccc(C)c4)c13)C(=O)N(Cc1ccc(N(C)C)cc1)C2	-5	.	.	0	.	-1	.
CN1CCN(C(c2ccc(C(F)(F)F)cc2)c2cc(Cl)c3cccnc3c2O)CC1 (stereo not given)	-17	-2	.	-10	25	12	.
O=C1C(=Cc2cn(-c3ccccc3)nc2-c2ccc(OCc3ccccc3F)cc2)SC(=S)N1CCS(=O)(=O)O	75*	5	11	7	10	.	-1
O=C(CCl)N=c1sccn1Cc1cccc2ccccc12	4	-3	.	6	2	-5	.
Cc1ccc(OCC(=O)Nc2cccc(-c3nnc(-c4ccccc4)o3)c2)cc1	.	.	14	.	-30	-3	0
Cc1ccc(CNS(=O)(=O)c2ccc3c(c2)C(C)(C)C(=O)N3C)cc1	0	.	8	1	5	1	-2
CC(=O)c1cccc(NC(=O)CCc2nnc3ccc(NCc4ccco4)nn23)c1	4	-2	3	-4	7	-6	5
O=C(C[C@@H]1CC[C@H]2[C@@H](COC[C@@H](O)CN2Cc2ccccc2F)O1)NCc1ccccc1F	-5	0	13	-2	-2	1	-6
CC(C)NC(=O)N(C)C[C@H]1Oc2ccc(NC(=O)CCN3CCOCC3)cc2CC(=O)N([C@H](C)CO)C[C@H]1C	-3	-1	-3	8	-2	-7	3
O=C(CCCN1C(=O)/C(=C/c2ccccc2Cl)SC1=S)N1CCOCC1	1	1	.	-12	2	.	.
Cc1ccc2nc(-c3cccs3)oc(=O)c2c1	2	-2	4	3	.	3	2
C[C@@H]1CN([C@@H](C)CO)C(=O)c2cc(NC(=O)CCN3CCOCC3)ccc2O[C@H]1CN(C)S(=O)(=O)c1cn(C)cn1	0	5	2	6	5	1	-3
CC(=O)N1CC(=O)N2[C@H](C1)[C@@H](c1ccc(-c3cccc(C(=O)N(C)C)c3)cc1)[C@@H]2CO	0	-4	.	6	-12	.	.
COC(=O)[C@H](CC(C)C)NC(=O)Cn1cnc2c(OCc3ccccc3)ncnc21	-2	0	3	-3	-22	9	-1
COc1ccc(-c2csc(C(NC(C)=O)c3cccc(F)c3)n2)cc1 (stereo not given)	1	.	76*	5	1	-8	-9
Cc1nc2ccc(Br)cc2c2c1CC(CBr)O2 (stereo not given)	3	-6	-4	4	-1	3	-2
O=C(CCN=C1NS(=O)(=O)c2ccccc21)OCc1nnc(-c2ccccc2)o1	4	3	3	-3	-17	-8	10

Compound profiles, as listed above:
C[C@@H]1CN([C@@H](C)CO)C(=O)c2cc(NC(=O)CCN3CCOCC3)ccc2O[C@H]1CN(C)S(=O)(=O)c1cn(C)cn1 in the list: CASP6 VEID inh = 0; SIRT5 inh = 5; C2C12 statin = 2; S100A4 MyoIIA = 6; LGR2 antag = 5; FN deposit inh = 1; esBAF inh = -3
CC(=O)c1cccc(NC(=O)CCc2nnc3ccc(NCc4ccco4)nn23)c1 in the list: CASP6 VEID inh = 4; SIRT5 inh = -2; C2C12 statin = 3; S100A4 MyoIIA = -4; LGR2 antag = 7; FN deposit inh = -6; esBAF inh = 5

(cont.)
compound	CASP6 VEID inh	SIRT5 inh	C2C12 statin	S100A4 MyoIIA	LGR2 antag	FN deposit inh	esBAF inh
COc1ccc(NC(=O)COC(=O)C23CC4CC(CC(Cl)(C4)C2)C3)c(OC)c1	-2	3	3	6	3	5	-5
COc1ccccc1NC(=O)c1c(N=Cc2cccc([N+](=O)[O-])c2)cnn1C	2	0	.	-11	0	-2	.
O=C1NCCN1CCNS(=O)(=O)c1ccc(F)cc1	1	-10	.	-1	4	4	.
O=C(Nc1ccc2c(c1)[C@H]1C[C@@H](CC(=O)N3CCOCC3)O[C@@H](CO)[C@H]1O2)NC1CCCC1	2	-1	3	2	2	14	-1
OCCNCc1cccc(Br)c1	-1	-4	-2	-5	26	.	-5
Cc1cccc(OCC(=O)NNC(=O)Cn2c(=O)cnc3ccccc32)c1	-4	-1	-3	-2	1	-2	0
O=C1C=C(NCC2CCCO2)C2(CCCCC2)O1 (stereo not given)	.	.	13	.	-2	1	-1
CC(C)OC(=O)Cn1nc(C(c2ccccc2)c2ccccc2)oc1=O	2	1	5	-1	31	5	4
O=C1c2ccc(-c3ccc4c(c3)C(=O)N(CCCO)C4=O)cc2C(=O)N1CCCO	0	-9	-2	1	10	8	-6
O=C(Cc1ccc([N+](=O)[O-])cc1)N1N=C2CCCCC2C1(O)C(F)(F)F (stereo not given)	2	-1	.	0	-10	5	.
C[C@H]1CN([C@@H](C)CO)C(=O)Cc2cc(NS(=O)(=O)c3ccccc3)ccc2O[C@@H]1CN(C)C(=O)Nc1ccc(C(F)(F)F)cc1	-1	3	-31	-10	12	.	-7
COc1cccc(CNC(=O)CNC(=O)c2cccs2)c1	-2	1	-8	2	-11	1	1
N#Cc1cccc(NC(=O)CC2CCCC2)c1	1	8	-2	1	1	0	5
Nc1n[nH]c2c1C1(CCCCC1)Cc1ccccc1-2	.	.	3	.	.	11	-7
C[C@@H]1CN([C@@H](C)CO)C(=O)c2cc(NS(=O)(=O)c3ccccc3)ccc2O[C@@H](C)CCCCO[C@@H]1CN(C)S(=O)(=O)c1ccc(F)cc1	2	22*	21	-1	5	.	2
C(=C\c1ccccc1)/CN1CCN(C(c2ccnc3ccccc23)c2nnnn2C2CCCC2)CC1 (stereo not given)	-1	-3	16	-2	-34	0	0
CC(C)NC(=O)N(C)C[C@H]1Oc2c(NS(=O)(=O)c3ccccc3)cccc2C(=O)N([C@H](C)CO)C[C@H]1C	1	-1	-11	-2	24	4	0
Cc1noc(C)c1NC(=O)N(C)C[C@H]1Oc2ccc(NC(=O)Cc3cn(C)c4ccccc34)cc2CC(=O)N([C@H](C)CO)C[C@H]1C	3	2	-36	23	24	0	-3
O=C(CN1CCC(C(=O)c2ccc(F)cc2)CC1)NCc1ccccc1F	1	-4	-3	-4	24	1	-7
CCCNS(=O)(=O)/C=C/c1ccccc1	0	-1	.	6	-13	-5	.
CCOc1ccc(CCNC(=O)C2CCCN(c3ncnc4c3nc3n4CCCCC3)C2)cc1 (stereo not given)	-1	-7	76*	-2	-19	13	9
O=[N+]([O-])c1ccc(Nc2ccc(F)cc2)cc1	4	-1	-2	-2	-20	.	9
CN(C)CCCn1c(=O)n(Cc2ccccc2)c(=O)c2c3c(sc21)CCCCC3	-6	-3	11	0	-5	-1	-7
Cc1ccc(NCC(O)Cn2cnc3c2c(=O)n(C)c(=O)n3C)cc1 (stereo not given)	0	-2	.	-7	10	9	.

Remaining list, next part
SMILES | CASP6 VEID inh | SIRT5 inh | C2C12 statin | S100A4 MyoIIA | LGR2 antag | FN deposit inh | esBAF inh
CCCS(=O)(=O)N1CCN(C(=O)c2cc(OC)cc(OC)c2)CC1 | . | . | -3 | . | . | -9 | -2
OC1(c2ccc(F)cc2)CSC(=Nc2cccnc2)N1Cc1ccco1 (stereo not given) | -2 | -1 | . | -15 | -25 | . | .
C[C@@H]1CN([C@@H](C)CO)C(=O)c2cc(C3=CCCC3)cnc2O[C@@H]1CN(C)C(=O)C1CCOCC1 | . | -1 | 9 | -1 | -4 | . | -1
C[C@@H]1CN([C@@H](C)CO)C(=O)c2ccccc2-c2ccccc2CO[C@H]1CN(C)C(=O)Nc1cccc(Cl)c1Cl | . | . | . | 6 | 2 | 9 | .
CN(C)C(=O)c1ccc(NC(=O)CN2C(=O)NC3(CCCc4ccccc43)C2=O)cc1 (stereo not given) | 3 | 1 | 42 | -4 | -1 | 1 | -1
CCOC(=O)C1CCN(C(=O)CCNS(=O)(=O)c2ccc3c(c2)CCN3C(=O)CC)CC1 | -2 | -2 | 8 | -3 | 6 | 5 | -11
O=C(CC1C(=O)NCCN1Cc1cccc(Oc2ccccc2)c1)NCc1cccnc1 (stereo not given) | 0 | -3 | -2 | -4 | -9 | -15 | 1
CCCC(CCC(=O)Nc1ccc(S(N)(=O)=O)cc1)C(=O)O (stereo not given) | . | . | 12 | . | . | -3 | -1
COc1ccc(OC)c(NC(=O)CSc2nnc(CNC(=O)c3cccs3)o2)c1 | -2 | 21* | 7 | 0 | -4 | 3 | -5
CN(CC(=O)Nc1ccc(Cl)c(C(F)(F)F)c1)C(=O)c1cccnc1Sc1ccccc1 | 1 | 0 | . | 0 | -7 | . | .
COc1ccc(NC(=O)c2ccc(S(=O)(=O)N3CCCC3)cc2)cc1OC | 5 | 0 | 3 | 0 | -21 | 2 | 2
CCCCn1c(N)c(N(CC(C)C)C(=O)CSC(C)C(=O)Nc2cc(C)on2)c(=O)[nH]c1=O (stereo not given) | 1 | -1 | . | 0 | 18 | . | .
O=c1c2ccccc2nnn1CCO | 4 | -3 | . | 4 | 10 | 2 | .
CCOC(=O)C1=C(O)/C(=C\c2ccc(O)c(OCC)c2)N=C1C | 3 | 3 | . | 16 | 13 | -4 | .
CCC1(CC)NC(=O)N(CC(=O)Nc2ccc(S(=O)(=O)N3CCOCC3)cc2)C1=O | -1 | 0 | . | 3 | . | 13 | .
Cc1ccc(S(=O)(=O)N(C)C[C@@H]2Oc3ccc(NC(=O)Nc4c(C)noc4C)cc3C(=O)N([C@H](C)CO)C[C@@H]2C)cc1 | -2 | 16* | -4 | -7 | -4 | . | -6
O=C1CCC(=O)N1CC(O)COc1ccccc1 (stereo not given) | 7 | -5 | 13 | 37 | 4 | -10 | 9
CCCCC12CN3CC(C)(CN(C1)C31C(=O)N(C)c3ccc(C)cc31)C2=O (stereo not given) | . | . | 13 | . | . | -8 | -3
CN(C)CCCN(C(=O)c1ccc(S(=O)(=O)N(C)C2CCCCC2)cc1)c1nc2ccc(F)cc2s1 | 12 | -3 | -7 | 2 | -16 | -4 | -8
Cc1ccccc1N1CC2=C(C1=O)C(c1ccccc1)NC(=O)N2C (stereo not given) | 1 | -3 | . | 3 | 10 | -5 | .
O=C(NCc1ccccc1)[C@@H]1C[C@H]1[C@@H](NP(=O)(c1ccccc1)c1ccccc1)c1ccccc1 | -4 | 1 | 15 | -2 | . | -2 | 3
CCC1(c2ccccc2)NC(=O)N(CC(=O)Nc2ccc3c(c2)CCC3)C1=O (stereo not given) | 4 | . | -2 | -2 | 25 | . | -5
C[C@@H]1CN([C@H](C)CO)C(=O)c2cccc(NC(=O)c3cnccn3)c2O[C@H]1CN(C)S(=O)(=O)c1cn(C)cn1 | 1 | -2 | . | 13 | 7 | -1 | .
Cc1ccc(N(C(C)C(=O)O)S(=O)(=O)c2c(C)[nH]c(=O)[nH]c2=O)cc1 (stereo not given) | -3 | . | 1 | 13 | 6 | 5 | 6
